Assay outcomes: PubChem, several laboratories
PriA SSB inh – K. pneumoniae PriA-SSBct interaction inhibition. AlphaScreen SSBct-PriA binding, biotinylated peptide. inhibition, % at 33 µM. 430,000 compounds, 0.6% hits; in the data active = inhibition mostly above about 37%, no sharp cut-off; inactive = mostly below about 20%;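 note: plate controls were negative control peptide for no effect and reference peptide for full effect; strong numbers were not always called active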
Anthrax LF prot – anthrax lethal factor protease inhibition. P15917. multiplex microsphere protease cleavage assay, LF. inhibition, % at 10 µM. 360,000 compounds, 0.12% hits. AID 588501; note: plate controls were buffer without enzyme for full effect and enzyme alone for no effect
Target sequence (P15917 whole entry, looked up): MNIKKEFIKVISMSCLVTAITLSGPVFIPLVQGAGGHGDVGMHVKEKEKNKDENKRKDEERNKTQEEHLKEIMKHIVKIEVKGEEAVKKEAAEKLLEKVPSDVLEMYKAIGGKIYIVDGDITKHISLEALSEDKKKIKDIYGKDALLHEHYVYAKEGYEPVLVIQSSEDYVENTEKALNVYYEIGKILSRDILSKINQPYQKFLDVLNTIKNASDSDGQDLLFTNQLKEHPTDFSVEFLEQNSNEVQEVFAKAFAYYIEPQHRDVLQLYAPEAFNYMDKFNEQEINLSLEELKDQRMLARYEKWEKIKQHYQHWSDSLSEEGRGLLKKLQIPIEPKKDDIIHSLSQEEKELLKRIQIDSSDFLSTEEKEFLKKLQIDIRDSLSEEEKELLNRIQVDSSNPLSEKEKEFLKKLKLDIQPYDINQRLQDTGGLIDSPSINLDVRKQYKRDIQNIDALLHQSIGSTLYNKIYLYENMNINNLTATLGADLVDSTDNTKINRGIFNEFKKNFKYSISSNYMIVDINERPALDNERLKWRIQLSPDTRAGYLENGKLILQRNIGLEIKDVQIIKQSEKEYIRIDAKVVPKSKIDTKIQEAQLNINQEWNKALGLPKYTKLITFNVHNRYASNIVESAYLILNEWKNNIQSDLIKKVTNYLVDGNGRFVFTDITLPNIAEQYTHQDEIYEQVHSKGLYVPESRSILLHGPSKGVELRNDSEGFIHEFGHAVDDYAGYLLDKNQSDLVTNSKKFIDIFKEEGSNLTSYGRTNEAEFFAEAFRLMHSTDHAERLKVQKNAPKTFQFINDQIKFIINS
BH1578 lux ind – induces V. cholerae light production without autoinducers; activation, % at 18.7 µM; V. cholerae BH1578 lux reporter, luminescence, 6 h; 350,000 compounds, 0.16% hits; in the data active = activation mostly above about 9.7%, no sharp cut-off; note: not every result past the cut was called active; inactives centre near 0; reference of the scale not given here
CCHF vOTU inh – CCHFV vOTU protease inhibition; inhibition, % at 11.5 µM; AID 651958; Pep-AMC fluorescence; 370,000 compounds, 0.55% hits; in the data active = inhibition above about 30%; note: 0% = vehicle wells with enzyme and 100% = no enzyme wells
3CLpro inhibitor – SARS-CoV 3CLpro protease inhibition | P0C6X7 | recombinant SARS-CoV 3CLpro, quenched FRET peptide cleavage | inhibition, % at 6 µM | 290,000 compounds, 0.14% hits | AID 1706; in the data active = inhibition above about 12%
TcdB GH inh – inhibitors of Clostridioides difficile toxin B glycohydrolase; inhibition, % at 9.99 µM; AID 652162; P18177; 350,000 compounds, 0.24% hits; TcdB glycohydrolase enzymatic assay, plate reader; in the data active = inhibition above about 10%
VHR inh abs – blocks human VHR1 dual specificity phosphatase. inhibition, % at 13.3 µM. recombinant VHR phosphatase, pNPP absorbance. P51452. 290,000 compounds, 0.52% hits; in the data active = inhibition above about 50%; note: some compounds called inactive have numbers as strong as hits
Target sequence (P51452 whole entry, looked up): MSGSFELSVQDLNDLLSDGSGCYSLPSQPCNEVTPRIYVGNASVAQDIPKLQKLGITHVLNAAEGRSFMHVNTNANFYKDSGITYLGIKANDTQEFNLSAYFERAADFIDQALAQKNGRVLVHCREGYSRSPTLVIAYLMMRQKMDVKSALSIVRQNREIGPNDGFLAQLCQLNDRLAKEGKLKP
PfHsp40 yeast – rescue of PfHsp40-mediated yeast toxicity. S. cerevisiae expressing PfHsp40, growth rescue, ATP luminescence. growth rescue, % at 12.5 µM. 340,000 compounds, 0.68% hits. AID 504582; in the data active = growth rescue above about 28%, passing the limit was not always enough;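 note: yeast W303a lacking pdr1 and pdr3 grown in galactose medium; growth measured after three days at 30 °C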
BoNT-A LC inh2 – inhibitors of Botulinum neurotoxin A light chain protease. multiplex microsphere protease substrate cleavage, flow cytometry. inhibition, % at 10 µM. 360,000 compounds, 0.17% hits; note: plate controls were buffer without enzyme for full effect and enzyme alone for no effect
Y pestis TopoI – Y. pestis Topo-I inhibition via cleavage products; activity, % at 10 µM; Y. pestis Topo-I cleavage product accumulation, plate reader; 360,000 compounds, 0.064% hits; AID 504884; in the data active = activity above about 50%, passing the limit was not always enough; note: inactives centre near 2
Active calls of the source: *; i = inactive; . = no result given; & = joins results of further samples. Cut-off read from the data, not from the text of the source, unless noted: active = inhibition above about 30%; inconclusive = no clear call, values can overlap the other calls; inactive = below that. This is a subset, so the mix of outcomes need not match the whole.

SMILES	PriA SSB inh	Anthrax LF prot	BH1578 lux ind	CCHF vOTU inh	3CLpro inhibitor	TcdB GH inh	VHR inh abs	PfHsp40 yeast	BoNT-A LC inh2	Y pestis TopoI
CN(CC(=O)Nc1nc2ccccc2s1)S(=O)(=O)c1ccccc1	5	1	i	11	4	.	-9	0.2	1.4	5
O=C(COC(=O)c1ccc2c(c1)C(=O)N(c1cccc3ncccc13)C2=O)c1ccc(Cl)cc1	-3	0	-6.7	2	7	1.3	0	1.6	0.3	0
O=c1c2[nH]c3ccccc3c2ncn1Cc1ccco1	-22	0	-5.3	-12	1	.	29	-0.1	0.1	1
COc1ccccc1OCC(=O)Nc1cccc(-c2nc3ccccc3o2)c1	-16	-2	i	5	-2	0.0	-11	-0.6	0.5	12
CCC1=C/C(=C/N(C)c2ccccc2)C(=O)S1	-1	7	-1.9	15	-2	.	6	-1.6	-0.1	-2
CCOC(=O)c1nn(-c2sc(C(=O)OC)c(C)c2C(=O)OC)cc1O	2	-4	i	6	-3	0.7	-10	2.7	-0.4	4
O=C(COC(=O)CNS(=O)(=O)c1c(Cl)cccc1Cl)Nc1ccccc1Sc1ccccc1	-9	-6	-3.1	7	-3	1.1	0	4.0	0.5	17
O=C(Cc1cccs1)N(c1ccc(Cl)cc1)C1C=CS(=O)(=O)C1 (configuration not stated)	-16	-1	-0.4	12	-5	.	-7	-1.7	0.3	11
Cc1ccc(-c2nc3ncccc3o2)cc1NC(=O)c1ccco1	-9	-1	-0.6	-1	11	.	.	-0.5	0.4	-5
COC(=O)Nc1ccc(S(=O)(=O)Nc2ccc(C(=O)O)cc2)cc1	-3	1	i	6	6	-0.9	10	-0.4	1.0	1
Cc1c(Cl)cccc1NC(=O)CC1SC(=NCC2CCCO2)NC1=O (configuration not stated)	-4	-1	-0.1	5	-1	0.2	18	-0.7	-0.6	0
CC(C)(C)c1ccc2c(c1)C(=O)c1ccccc1C2=O	33	-2	i	1	0	0.4	18	1.9	-0.1	7
NC(=O)CSP(=O)(c1ccccc1)c1ccccc1	-2	-4	-0.5	-1	-2	.	-5	-0.2	-0.2	-1
Cc1cc(-c2nc3ncccc3o2)ccc1NC(=O)CC(C)C	-2	0	.	-35	-5	0.3	-5	2.5	-1.0	-1
CC1=C(C(=O)N2CCOCC2)CC(CC(=O)NCCCCc2ccccc2)C(=O)N1Cc1ccc(C(C)(C)C)cc1 (configuration not stated)	.	9	-0.4	32*	.	0.1	.	.	0.2	22
COc1ccc(CNC(=O)C2(CC3CC(c4ccccc4)=NO3)CCN(C(=O)CCCCCBr)CC2)cc1 (configuration not stated)	-11	-11	i	1	.	.	.	-0.4	-0.3	19
CCOc1ccc(C(=O)NC2CCN(C(=S)Nc3ccccc3C)CC2)cc1	-7	-1	-0.4	-2	-1	1.9	12	-1.0	-0.3	-10
Cc1cc(C)c(S(=O)(=O)NCc2ccc3c(c2)cc(C)n3C)c(C)c1	26&-8	-36	-0.2	11	-1	0.5	7	0.5	78*	7
Cc1ccccc1N1C(=O)CC(c2c[nH]c3ccccc23)C1=O (configuration not stated)	-6	0	-0.3	-17	-3	1.1	-5	-0.1	-0.8	0
O=C1c2ccccc2C(Nc2ccc3nc(-c4cccnc4)[nH]c3c2)N1Cc1ccco1 (configuration not stated)	11	-3	i	5	-2	0.8	-5	0.2	-0.3	8
Cc1cc(=O)[nH]n(CCO)c1=O	-6	-8	-0.5	-7	1	-1.3	18	0.2	0.3	-2
O=C(O)CCn1nnc2ccccc21	-14	0	i	15	1	0.7	37	-1.9	0.1	1
COc1cccc(NC(=O)CSc2ccc(-c3sc(C)nc3C)nn2)c1	-9	-5	0.7	1	-1	1.8	45	-1.2	-0.6	8
CC(=O)Nc1cccc(NC(=O)Nc2cccc(Cl)c2C)c1	-7	0	-0.5	-12	-6	0.6	31	-0.7	0.4	7
COc1cccc(C(=O)NCCSc2ccc(Br)cc2)c1	-34	-4	-0.2	9	5	0.5	-9	0.9	-1.7	20
CCOC(=O)N1CCc2c(sc3nc[nH]c(=O)c23)C1	-9	-8	-0.5	4	-2	0.9	35	-1.0	-0.3	-1
CCC(=O)N1CCN(c2ccc(NC(=O)c3ccccc3)cc2)CC1	-15	-1	i	-1	4	1.8	49	-0.3	1.0	-4
Cc1ccccc1CSc1nnc(NC(=O)Cc2cccs2)s1	-8	-1	i	-2	2	.	13	0.1	0.1	-3
CCOC(=O)C1CCCN(Cc2cccs2)C1 (configuration not stated)	-5	-1	i	-10	-5	.	0	0.1	-0.7	-1
O=S(=O)(Nc1ccc(Cl)cc1NS(=O)(=O)c1ccccc1)c1ccccc1	-7	-6	-4.3	23	.	6.3	.	0.0	-0.4	-5
O=C1CCC(C(=O)OCc2cc(Cl)ccc2OC(F)F)N1 (configuration not stated)	-16	-2	i	0	1	.	2	1.5	0.2	0
O=C(NC(=S)N1CCN(c2ccc([N+](=O)[O-])cc2Cl)CC1)c1ccco1	19	-3	i	-2	4	-1.6	-3	0.1	-1.6	-7
CCn1c(C)cc(C=C2C(=O)c3ccccc3C2=O)c1C	2	3	-0.8	12	0	0.7	10	-1.0	6.9	-6
Brc1ccc(C2NCCS2)cc1 (configuration not stated)	2&-4	-1	-0.3	-7	3	0.5	36	1.0	-1.2	2
COc1ccc(-c2oc3c(c2C#CC(C)(C)O)C(OCCO)CC3)cc1 (configuration not stated)	.	-12	.	-8	.	1.3	.	.	-1.4	.
CC(=O)c1sc(NC(=O)c2cccc(N3C(=O)CCC3=O)c2)nc1-c1ccccc1	4	-2	0.9	0	.	1.1	.	-1.4	-0.1	-2
COc1cc(C(=O)NCc2nnc(SCC(=O)NCc3ccco3)o2)cc(OC)c1OC	3	0	-0.9	4	0	0.1	-20	-0.1	0.5	-2
Cc1ccc(NC(=O)c2cccc(S(=O)(=O)N(C)C3CCCCC3)c2)nc1	-9	-3	-2.3	17	.	-0.6	.	50*	-1.2	4
CCOC(=O)c1nc(NCc2ccccc2)c2ccccc2n1	-9	-3	-0.6	-4	4	0.3	47	0.5	0.8	-5
CCS(=O)(=O)c1nc(S(=O)(=O)c2ccc(Cl)cc2)c(NCCOC)s1	-3	-1	-0.3	9	-2	-0.5	12	0.1	-0.2	-12
CC1CCCC(C)N1C(=O)CSc1nnnn1-c1cccc2c1CCCC2 (configuration not stated)	5	0	-0.4	5	1	3.9	5	2.9	-1.4	38
COc1ccc(NC(=S)Nc2ccccc2Cl)cn1	-18	0	0.6	-17	0	0.4	14	-0.6	-0.7	-13
O=C(Cc1ccccc1[N+](=O)[O-])NNC(=O)Nc1ccc2c(c1)OCO2	6	1	-1.6	-4	-3	1.2	50*	-1.6	-1.5	0
Cc1nnc(NC(=O)CSc2nc3ccccc3o2)s1	-10	-10	-5.9	10	3	1.5	31	-0.6	-0.3	1
CCc1ccc(NC(=O)C(C)Sc2nc(-c3ccco3)c(C#N)c(=O)[nH]2)cc1 (configuration not stated)	-2	-4	-0.2	20	3	0.6	-14	-0.1	0.7	0
CSc1nnc(NC(=O)c2cccc(S(=O)(=O)N3CCOCC3)c2)s1	0&-6	-1	-0.1	15	-2	-1.3	10	0.7	-1.8	3
Cc1ccc(Oc2ccc(Cl)cc2NC(=O)c2ccc(F)cc2F)cc1	-5	-2	i	-10	-5	1.5	-6	0.8	0.1	-4
Cc1cc(=O)[nH]c(N2CCCC2)n1	-23	7	3.4	0	1	.	8	0.7	0.3	2
O=C1CCC(=O)N1c1ccc(S(=O)(=O)Nc2cccc([N+](=O)[O-])c2)cc1	-14	-2	-0.6	15	-2	1.4	21	0.3	-3.5	-4
Cc1ccc(CNS(=O)(=O)c2ccc(-n3cccn3)cc2)cc1	.	-5	i	3	.	-5.0	.	.	-0.2	6
COc1cccc(NC(=O)C(OC(=O)c2ccc([N+](=O)[O-])o2)c2ccccc2)c1 (configuration not stated)	-4	0	.	1	0	0.4	3	-0.7	-0.1	-8
C=CCNC(=S)Nc1ccc(OC(=O)Nc2ccc(Cl)c(Cl)c2)cc1	-6	6	-0.7	-18	-5	9.9	38	-1.3	-5.5	-3
COc1ccc(NC(=O)Nc2ncccc2C)cc1	8	-6	i	-17	0	0.2	4	-1.9	-1.7	13
COc1cc(/C=C2\C(=O)N(c3ccccc3)N=C2C)ccc1Oc1ccc([N+](=O)[O-])cc1[N+](=O)[O-]	7	-2	-2.6	48*	2	.	8	-0.3	-0.2	1
CCN(CC)C1=NC(=[N+](CC)CC)c2ccccc21	-15	-9	-0.4	-10	2	.	31	-0.5	14	3
COc1ccc(C(NC(=O)CN2C(=O)NC3(CCc4ccccc43)C2=O)c2ccc(OC)cc2)cc1 (configuration not stated)	-4	2	i	-11	.	-0.7	.	-1.2	4.4	0
COc1ccccc1-c1cccc([C@@H]2C[C@H]3[C@H](CON3C)CN2Cc2ccccc2)c1	-1	2	i	5	.	1.0	.	2.5	0.1	35
O=C(O)C1C2c3ccccc3C(O)C1(C(=O)O)c1ccccc12 (configuration not stated)	-15	4	i	3	.	4.8	.	0.0	-0.6	7
O=C1CCCCC1(O)Cc1ccc2c(c1)OCO2 (configuration not stated)	-11	7	i	-3	.	-0.6	.	-0.1	0.2	0
CCOC(=O)C1CCC2(CC1)C(C#N)=C(N)Oc1n[nH]c(C)c12 (configuration not stated)	4	1	0.2	3	-4	.	29	0.1	-2.4	0

More records.
SMILES	PriA SSB inh	Anthrax LF prot	BH1578 lux ind	CCHF vOTU inh	3CLpro inhibitor	TcdB GH inh	VHR inh abs	PfHsp40 yeast	BoNT-A LC inh2	Y pestis TopoI
CSc1ccc(-c2sc(Nc3ccccc3)n[n+]2-c2ccc(F)cc2)cc1	-6	.	i	.	-5	.	17	0.2	.	26
C/C(=N\NC(=S)NCc1ccccc1)c1ccccc1	.	-1	i	11	8	0.6	1	-1.8	-0.6	18
COc1ccc(S(=O)(=O)N(C)c2ccc(C(=O)NC3CC3)cc2)cc1	0	1	-0.2	-6	-3	1.4	1	-0.3	3.5	-1
COc1cc(OC)cc(C(=O)NC(C)CCc2ccccc2)c1 (configuration not stated)	-28	-3	i	-1	-1	1.6	7	0.1	-2.0	6
C=Cn1ccnc1P(=S)(c1c(C)nn(-c2ccccc2)c1C)c1nccn1C=C	-7	4	-1.5	1	-3	0.5	10	1.4	1.0	0
CCOc1ccc(CN2CCN(Cc3cccc4nonc34)CC2CCO)cc1 (configuration not stated)	-4	0	-0.2	-8	0	0.6	26	-1.0	-0.4	8
COc1cc(/C=N/NC(=O)c2cccc3ccccc23)cc(OC)c1O	.	.	i	5	-1	0.0	6	-1.7	.	-3

Arranged by molecular weight (rising): some entries from above.
SMILES	PriA SSB inh	Anthrax LF prot	BH1578 lux ind	CCHF vOTU inh	3CLpro inhibitor	TcdB GH inh	VHR inh abs	PfHsp40 yeast	BoNT-A LC inh2	Y pestis TopoI
O=C1CCCCC1(O)Cc1ccc2c(c1)OCO2 (configuration not stated)	-11	7	i	-3	.	-0.6	.	-0.1	0.2	0
C/C(=N\NC(=S)NCc1ccccc1)c1ccccc1	.	-1	i	11	8	0.6	1	-1.8	-0.6	18
CCOC(=O)C1CCC2(CC1)C(C#N)=C(N)Oc1n[nH]c(C)c12 (configuration not stated)	4	1	0.2	3	-4	.	29	0.1	-2.4	0
COc1cc(/C=N/NC(=O)c2cccc3ccccc23)cc(OC)c1O	.	.	i	5	-1	0.0	6	-1.7	.	-3
CSc1ccc(-c2sc(Nc3ccccc3)n[n+]2-c2ccc(F)cc2)cc1	-6	.	i	.	-5	.	17	0.2	.	26
C=Cn1ccnc1P(=S)(c1c(C)nn(-c2ccccc2)c1C)c1nccn1C=C	-7	4	-1.5	1	-3	0.5	10	1.4	1.0	0
